# mHTT-CaM PPI inh: disrupts binding of mutant huntingtin to calmodulin; AlphaScreen His-mHTT/GST-CaM binding, luminescence; P42858; inhibition, % at 15 µM; 3.6% of 190,000 active;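 further: 0% = both proteins with DMSO and 100% = one protein alone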
# Target sequence (P42858 whole entry, looked up, stated change not applied): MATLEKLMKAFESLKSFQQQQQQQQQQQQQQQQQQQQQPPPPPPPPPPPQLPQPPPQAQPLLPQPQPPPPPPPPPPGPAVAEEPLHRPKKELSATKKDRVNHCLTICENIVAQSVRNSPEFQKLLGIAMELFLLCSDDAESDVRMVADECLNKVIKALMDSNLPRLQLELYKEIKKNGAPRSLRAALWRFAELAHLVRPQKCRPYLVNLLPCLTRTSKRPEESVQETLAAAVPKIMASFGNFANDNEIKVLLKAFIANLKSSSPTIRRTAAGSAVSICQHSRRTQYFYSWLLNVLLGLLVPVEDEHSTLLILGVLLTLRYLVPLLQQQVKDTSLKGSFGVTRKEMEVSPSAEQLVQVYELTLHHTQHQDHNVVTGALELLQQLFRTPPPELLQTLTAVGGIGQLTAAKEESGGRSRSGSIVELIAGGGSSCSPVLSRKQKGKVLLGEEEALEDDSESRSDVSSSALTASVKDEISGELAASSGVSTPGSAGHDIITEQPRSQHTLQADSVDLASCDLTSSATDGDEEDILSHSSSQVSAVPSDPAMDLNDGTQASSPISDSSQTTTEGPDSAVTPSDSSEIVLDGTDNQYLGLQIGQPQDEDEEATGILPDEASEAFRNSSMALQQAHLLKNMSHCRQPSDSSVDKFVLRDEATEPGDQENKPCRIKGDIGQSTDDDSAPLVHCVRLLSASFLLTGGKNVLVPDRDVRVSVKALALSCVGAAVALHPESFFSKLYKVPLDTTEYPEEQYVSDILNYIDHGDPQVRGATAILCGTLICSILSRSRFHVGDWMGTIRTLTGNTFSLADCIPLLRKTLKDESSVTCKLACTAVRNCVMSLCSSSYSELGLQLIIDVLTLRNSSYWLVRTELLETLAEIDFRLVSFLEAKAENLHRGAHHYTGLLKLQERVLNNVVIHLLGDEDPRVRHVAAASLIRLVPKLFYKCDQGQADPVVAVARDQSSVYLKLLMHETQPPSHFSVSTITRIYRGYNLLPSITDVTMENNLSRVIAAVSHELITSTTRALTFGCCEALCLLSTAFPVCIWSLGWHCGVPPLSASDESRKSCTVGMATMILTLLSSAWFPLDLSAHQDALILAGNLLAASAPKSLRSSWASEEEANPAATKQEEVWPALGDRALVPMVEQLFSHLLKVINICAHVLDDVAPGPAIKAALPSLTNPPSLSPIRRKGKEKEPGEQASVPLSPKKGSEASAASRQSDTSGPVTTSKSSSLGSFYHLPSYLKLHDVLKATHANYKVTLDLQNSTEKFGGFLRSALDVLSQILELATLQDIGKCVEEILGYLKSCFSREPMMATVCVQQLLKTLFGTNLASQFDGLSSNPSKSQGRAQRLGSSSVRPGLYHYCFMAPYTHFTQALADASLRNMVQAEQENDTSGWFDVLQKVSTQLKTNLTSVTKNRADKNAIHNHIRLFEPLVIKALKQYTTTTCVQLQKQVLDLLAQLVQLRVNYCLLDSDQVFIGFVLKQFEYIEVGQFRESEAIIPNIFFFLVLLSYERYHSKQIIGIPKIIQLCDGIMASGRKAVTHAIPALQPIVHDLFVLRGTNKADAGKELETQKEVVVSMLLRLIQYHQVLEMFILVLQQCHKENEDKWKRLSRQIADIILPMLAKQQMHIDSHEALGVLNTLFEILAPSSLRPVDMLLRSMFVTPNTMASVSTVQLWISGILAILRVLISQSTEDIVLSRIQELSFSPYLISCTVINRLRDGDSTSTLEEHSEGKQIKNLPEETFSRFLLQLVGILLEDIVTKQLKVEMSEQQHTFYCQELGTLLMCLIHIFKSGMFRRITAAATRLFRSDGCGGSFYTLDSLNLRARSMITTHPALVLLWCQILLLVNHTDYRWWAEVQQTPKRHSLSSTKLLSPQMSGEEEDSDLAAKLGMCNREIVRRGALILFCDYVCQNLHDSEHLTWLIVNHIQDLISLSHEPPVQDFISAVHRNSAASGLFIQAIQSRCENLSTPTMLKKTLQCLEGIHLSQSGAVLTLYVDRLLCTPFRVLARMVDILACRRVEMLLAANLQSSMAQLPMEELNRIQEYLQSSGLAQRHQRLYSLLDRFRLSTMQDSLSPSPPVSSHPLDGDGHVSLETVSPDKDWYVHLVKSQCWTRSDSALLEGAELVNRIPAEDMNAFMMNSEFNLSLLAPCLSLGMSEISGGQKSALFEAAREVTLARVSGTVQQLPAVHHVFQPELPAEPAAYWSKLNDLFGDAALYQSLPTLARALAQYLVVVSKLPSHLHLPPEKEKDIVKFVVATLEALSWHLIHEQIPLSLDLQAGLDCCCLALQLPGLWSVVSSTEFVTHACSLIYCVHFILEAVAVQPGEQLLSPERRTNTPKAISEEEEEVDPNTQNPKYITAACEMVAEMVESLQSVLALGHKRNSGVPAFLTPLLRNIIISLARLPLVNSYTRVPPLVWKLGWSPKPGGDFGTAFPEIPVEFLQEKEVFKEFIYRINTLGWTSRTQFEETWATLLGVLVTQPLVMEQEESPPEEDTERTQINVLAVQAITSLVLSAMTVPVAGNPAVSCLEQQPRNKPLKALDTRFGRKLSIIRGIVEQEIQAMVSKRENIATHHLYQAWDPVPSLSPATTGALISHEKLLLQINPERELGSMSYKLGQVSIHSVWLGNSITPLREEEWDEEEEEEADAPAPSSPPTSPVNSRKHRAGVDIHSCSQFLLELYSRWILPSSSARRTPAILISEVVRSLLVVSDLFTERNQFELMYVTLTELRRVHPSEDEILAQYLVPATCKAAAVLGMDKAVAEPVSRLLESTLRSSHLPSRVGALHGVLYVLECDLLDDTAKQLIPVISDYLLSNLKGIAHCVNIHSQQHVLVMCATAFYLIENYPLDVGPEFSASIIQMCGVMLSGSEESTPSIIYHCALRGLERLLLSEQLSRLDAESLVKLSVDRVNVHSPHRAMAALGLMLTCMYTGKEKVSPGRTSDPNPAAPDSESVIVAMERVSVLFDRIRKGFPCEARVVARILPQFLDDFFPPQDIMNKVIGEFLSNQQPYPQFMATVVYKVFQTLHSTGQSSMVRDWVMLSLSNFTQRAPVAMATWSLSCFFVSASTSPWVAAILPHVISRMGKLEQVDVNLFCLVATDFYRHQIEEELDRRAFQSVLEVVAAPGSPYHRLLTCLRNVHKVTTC
# Pf apPOL block: Pf-apPOL DNA polymerase inhibition; Recombinant Pf-apPOL, molecular beacon fluorescence, 1.5 h; inhibition, % at 10 µM; 0.25% of 210,000 active; AID 1794808
# The depositor's hits bear a star; i = inactive; nt = not tested or not shown; & = joins results of further samples. No stated cut-off is given here; in the data, active means inhibition above about 50%; inactive means the rest. These rows are one share of the data. The share of hits here may be higher or lower than overall.
SMILES,mHTT-CaM PPI inh,Pf apPOL block
COc1ccc(C)cc1NC(=O)c1cc(C)n2nc(C)cc2n1,-2,-2
O=C(Nc1ccc2c(c1)OCO2)Nc1ccc2c(c1)N(C(=O)c1ccccc1)CCC2,-7,-5
COc1ccccc1CNC(=S)NCCO,nt,9&-1
COc1cc(C(=O)Nc2ccc(Br)c(Cl)c2)cc(OC)c1OC,4,-16
Cc1cc2c(cc1C)CSC2,nt,-2
O=C(Nc1ccccc1)c1cccc(S(=O)(=O)Nc2ccccn2)c1,-3,8
O=C(C1CC1)N1CCC(c2cnn(-c3cccc(F)c3)c2)CC1,-10,-3
O=C(O)CSCc1nc(-c2ccc(Cl)cc2)no1,nt,-12
COc1ccc(Nc2nc(Cl)nc(NC3CCCC3)n2)cc1,4,2
O=C(CSc1nc2c(c(=O)n1-c1ccc(F)cc1)SCC2)NCCc1ccccc1,-3,3
COCC(=O)N1CCCC1c1ccccc1Cl (centres undefined),2,0
O=C(NCc1csc(C2CCCN(C(=O)c3c(F)cccc3F)C2)n1)C1CCC1 (centres undefined),-7,3
O=C(Nc1ccccc1Cl)c1ccc(F)c(S(=O)(=O)N2CCc3ccccc3C2)c1,-14,-1
CCc1ccc(CNC(=O)C2CCN(c3cncnc3N3CCCC3)CC2)cc1,7,1
CSc1sc(C)cc1C1C(C(=O)Nc2cccc(C)n2)=C(C)NC2=C1C(=O)CCC2 (centres undefined),23,-3
Cc1cc2c(N3CCCC(C(=O)NCCCN(C)C4CCCCC4)C3)nccc2s1 (centres undefined),-6,-7
Cc1nc2ccc(C(=O)NCc3ccc(F)cc3)cc2nc1C,5,-3
CN1CCN(C(=O)c2ccc3nc(-c4ccccc4)cn3c2)CC1,10,-2
O=C(Nc1ccc(Cl)cn1)C(c1ccccc1)c1ccccc1,-24,1
Oc1c(Br)cc(Br)cc1C=Nc1ccc2c(c1)OCCO2,-2,3
CC(C)C(=O)N1CCc2c(C(=O)N3CCCN(C)CC3)cccc21,-3,-4
CCOc1ccc2c(c1)OC(=Cc1ccc(OC)c(OC)c1OC)C2=O,4,-1
CC1CN(c2ccc(NC(=S)NCc3cccs3)cc2)CC(C)O1 (centres undefined),nt,-2
COc1ccc(C2C3=C(CC(C)(C)CC3=O)Nc3ncnn32)c(OC)c1OC (centres undefined),-4,1
Nc1ccccc1Nc1c([N+](=O)[O-])c(=O)oc2ccccc12,71*,0

# Next section.
SMILES,mHTT-CaM PPI inh,Pf apPOL block
COc1ccc(C(CC(=O)O)CC(=O)O)cc1OC,5,3
CN(C)c1cccc(C(=O)NC2CCCC2)c1,5,-1
COc1ccc(N2CCN(C(=O)c3ccc(F)cc3)C(C)C2=O)cc1OC (centres undefined),-4,0
O=C(Nc1ccc(Br)cc1)c1cc(S(=O)(=O)N2CCc3ccccc32)ccc1F,-13,-3
Cc1ccc(NC(=O)c2cc3n(n2)CCCN(Cc2cccc(F)c2)C3=O)cc1Cl,7,1
CCc1ccc(NC(=O)C2CC(=O)N(c3cccc(NC(C)=O)c3)C2)cc1 (centres undefined),8,3
Cc1ccc(CNC(=O)C2=C3CCCN3c3ccc(F)cc3S2(=O)=O)cc1,-8,-5
CC1CCN(CCCNC(=O)c2ccc(N3CCNC(c4ccccc4)C3)nc2)CC1 (centres undefined),8,4
Nc1ncnc(Sc2nc3ccccc3s2)c1[N+](=O)[O-],11,-1
COc1cccc(NC(=O)C2Cc3ccccc3C(=O)O2)c1 (centres undefined),-2,-5
CC(C=NNC(N)=S)=Cc1ccc2c(c1)OCO2,2,nt
COc1ccc(C(=O)N2CCC(CCOCc3cccc(F)c3)CC2)c(C)c1,-2,-4
Cc1cccc(C(=O)N2CCCC(C(=O)Nc3ccc(C(C)C)cc3)C2)c1 (centres undefined),30,7
Cc1cccc(C)c1NC(=O)C1(N(C(=O)Cn2nnnc2N)c2ccccc2)CCCCC1,8,0
COC(=O)C[C@H]1c2ccc(C(F)(F)F)cc2S(=O)(=O)N1Cc1ccccc1,-15,-1
CCNc1cc(N2CCC(CCC(=O)N3CCCCCC3)CC2)ncn1,12,-7
Cc1cccc(Cn2cccc2-c2nc(C)no2)c1,-38,6
COc1ccc(CN2CCCC(O)C2)cc1Br (centres undefined),-3,-12
O=C1c2ccc(-c3nc4ccccc4c(=O)o3)cc2C(=O)N1c1ccc2c(c1)OCO2,-4,1
CC(C)c1cc(C2CCCN2Cc2cc(Cl)ccc2O)no1 (centres undefined),-18,-7
Cc1cc(C)c(C(=O)Nc2ccc3c(c2)OCCO3)c(C)c1,2,3
CCC(Oc1ccccc1)C(=O)Nc1sc(C)c(C)c1C#N (centres undefined),-31,-4
c1cc(-c2nc3ccc(Cc4ccc5nc(-c6ccncc6)[nH]c5c4)cc3[nH]2)ccn1,12,-8
COc1ccc(Nc2nc(Cl)nc(Nc3cccc([N+](=O)[O-])c3)n2)cc1,78*,-1
CCn1cc2c3c(cccc31)CN(C(=O)NCc1cccc(OC)c1)CC2,6,5

# Entries of single compounds, looked up by structure. Order of values: mHTT-CaM PPI inh | Pf apPOL block
# `Cc1cccc(C)c1NC(=O)C1(N(C(=O)Cn2nnnc2N)c2ccccc2)CCCCC1` across the screens: 8 | 0
# `CC(C=NNC(N)=S)=Cc1ccc2c(c1)OCO2` across the screens: 2 | nt
# `CCC(Oc1ccccc1)C(=O)Nc1sc(C)c(C)c1C#N` (centres undefined) across the screens: -31 | -4
# `O=C(Nc1ccc2c(c1)OCO2)Nc1ccc2c(c1)N(C(=O)c1ccccc1)CCC2` across the screens: -7 | -5
# `Cc1cccc(Cn2cccc2-c2nc(C)no2)c1` across the screens: -38 | 6

# (further entries)
SMILES,mHTT-CaM PPI inh,Pf apPOL block
CCSC1=C(C#N)C(c2ccc(Cl)cc2)CC(=O)N1 (centres undefined),-6,7
CCn1cc(C(=O)O)c(=O)c2cc([N+](=O)[O-])ccc21,-1,-2
COc1ccccc1N1CCN(C(=O)c2c(-c3ccccc3)noc2C)CC1,10,-4
CCOc1ccc(-c2nc3s/c(=C\c4ccccc4OC)c(=O)n3n2)cc1,7,-1
CN(C)c1ccc(C(O)CNC(=O)C23CC4CC(CC(C4)C2)C3)cc1 (centres undefined),4,1
COc1ccccc1N1CCN(Cc2cc(=O)c(OCC(N)=O)co2)CC1,-18,-6
CC1CN(C2=NCCN2S(=O)(=O)c2ccc(Cl)cc2)CC(C)O1 (centres undefined),nt,-2
CCCSc1nnc2c(n1)[nH]c1c(C)cccc12,9,-4
O=C(Nc1nnc(-c2ccc3c(c2)OCCO3)o1)c1ccc([N+](=O)[O-])cc1,-1,1
Cc1cccc(NS(=O)(=O)c2c[nH]c3ncccc23)c1C,-11,-3
CCC(Oc1ccccc1)C(=O)Nc1nnc(C)s1 (centres undefined),4,-6
COc1cccc(C2=N/C(=C\c3ccccc3OC)C(=O)N2c2ccc(Cl)c([N+](=O)[O-])c2)c1,8,-2
COc1ccc(OC)c(NC(=O)C2CCCN(c3nnc4ccccn34)C2)c1 (centres undefined),4,-3
O=C(Nc1ccc(Br)cc1)C1CCC(CNS(=O)(=O)c2cccs2)CC1 (centres undefined),8,-3
Nc1c2c(=O)[nH]c(O)cc2nn1-c1ccccc1,nt,2
COc1cccc(CNC(=O)c2cnn3c(C)c(Cc4cc(C)ccc4C)c(C)nc23)c1,16,-12
COc1ccc(-c2nc3ccccc3o2)cc1,-35,-6
O=C1NC(=Nc2ccccc2Cl)S/C1=C/c1cccc(C(=O)O)c1,4,-7
CC(C)N(C)C(=O)C1COC2(CCCCC2)N1C(=O)c1ccccc1 (centres undefined),-1,-1
CCCN(CCC)CCCNC(=O)CSc1nc2nc(C)c(Cc3ccccc3)c(C)n2n1,7,-6
Cc1ccccc1NC(=O)CC1SC(=Nc2ccccc2)NC1=O (centres undefined),0,8
CCC(Sc1nc(NC2CCCCC2)c2ccccc2n1)C(=O)NCCCOC (centres undefined),34,-6
O=C(O)c1cc(NC(=O)c2ccc3c(c2)C(=O)N(C2CCCCC2)C3=O)cc(C(=O)O)c1,2,1
O=C(c1cc2c(s1)CCC(C(=O)N1CCN(c3ccccn3)CC1)C2)N1CCOCC1 (centres undefined),7,-4
O=C1CN(S(=O)(=O)c2ccc3nc(-c4ccccc4)[nH]c3c2)CC(=O)N1CCc1ccccc1,14,8

# Following part
SMILES,mHTT-CaM PPI inh,Pf apPOL block
CN(CC(=O)Nc1ccc(F)c(F)c1F)c1nc2c(Cl)cccc2s1,-18,-3
Cc1ccccc1CS(=O)(=O)CCC(=O)NCc1cccs1,-4,-16
O=C(NCc1cccc(F)c1)C1CCCN(C(=O)c2ccccc2Cl)C1 (centres undefined),27,3
CCCOc1nccnc1N1CCC(N(C)C(=O)NCc2ccco2)C1 (centres undefined),44,1
O=C1CCC(c2cccs2)=NN1,-5,-4
CCN1CCCn2cc(S(=O)(=O)N3CCCCCC3)cc2C1=O,2,-1
C[C@H](c1ccccc1)N1C[C@@H](COCc2ccccc2)Oc2cc(N3CCC[C@@H]3CO)ccc2S1(=O)=O,68*,-4
CN1C(=O)CCC2(CNC(=O)c3cc(F)ccc3Cl)CCCC12 (centres undefined),-17,-5
COc1ccc(-c2nc3cccnc3n2C2CCN(C(=O)NCc3ccccc3)C2)cc1 (centres undefined),37,-2
C(/C=C/c1ccc2c(c1)OCO2)=Nc1ccc(N2CCOCC2)cc1,-4,nt
COc1ccc(CC(=O)Nc2ccc(C)c([N+](=O)[O-])c2)cc1,3,-2
Cc1ccc(CNC(=O)C2(C)CCCN(C(=O)c3cccc(Br)c3)C2)cc1 (centres undefined),-5,-2
COc1ccc(NCN2C(=O)S/C(=C\c3ccc(F)cc3)C2=O)cc1,28,2
Nc1nc(-c2ccccc2)cc(-c2ccccc2)n1,0,-6
O=c1c2c3c(sc2nc2c4ccccc4cnn12)CCCC3,6,-4
O=C(CC1Sc2ccccc2NC1=O)NCCc1cccc(Cl)c1 (centres undefined),2,-2
CC(=O)c1cc(F)c(N2CCN(C(=O)c3ccc(F)cc3F)CC2)cc1C,-76,-10
CC(CCc1ccccc1)NC(=O)CCC(=O)N1CCCn2nc(-c3cccn3C)cc21 (centres undefined),34,2
C#CCCNC(=O)CCC=C,-6,-4
COc1ccc2cc3cc(C(=O)NCCN(C)Cc4ccccc4)oc3nc2c1,13,-3
CCOc1ccc(C2CC(c3ccc(OC(F)F)cc3)n3nnnc3N2)cc1Cl (centres undefined),17,-4
CCn1cc(C2=CCN(C(=O)Nc3cc(Cl)ccc3C)CC2)c2cccnc21,16,-7
CC(C)CC(=O)N1CCCC(COc2ccc(C(=O)N3CCCCC3)cc2)C1 (centres undefined),12,1
COc1cccc(C(=O)N2CCc3c(c(-c4nc(C)no4)nn3C)C2)c1,-3,-3
Cc1cccc(N2C(=O)CC(n3c(C)nc4ccccc43)C2=O)c1 (centres undefined),5,-2

# Next part:
SMILES,mHTT-CaM PPI inh,Pf apPOL block
CCn1c(C2CCN(C(=O)COc3ccc(OC)cc3)C2)nc2ccncc21 (centres undefined),3,0
CC(=O)Nc1cccc(N2CC(C(=O)NCc3ccc(F)cc3)CC2=O)c1 (centres undefined),-6,0
Fc1ccccc1C1C=C(c2ccc(I)cc2)Nc2nnnn21 (centres undefined),-1,1
COc1cc(Br)cc(CN2CCN(C=O)CC2)c1O,3,-5
COc1cccc(CNC(=O)c2cc3c(n2C)CCN(Cc2cccc(F)c2)C3)c1,42,1
Cc1oc(C2CCC2)nc1C(=O)NCc1cccc(C(F)(F)F)c1,-17,-7
Cc1ccc(CC(=O)Nc2c(C)nc3scc(C)n3c2=O)cc1,-4,1
O=C(Nc1ccc(-c2ccc([N+](=O)[O-])cc2)cc1)c1ccco1,2,-2
O=C(Nc1ccc(N2CCN(C(=O)C3CC3)CC2)nc1)c1ccccc1C(F)(F)F,-4,0
CCCOc1ccc(C(=O)ON=C2CCN(C)CC2)cc1,-2,3
Cc1ccc(NC(=O)Cn2c(C)nc3c(c2=O)CCN(Cc2ccccc2)C3)cc1Cl,-3,-3
CCN(C)C(=O)C1CN(C(=O)c2ccccc2)CC1c1ccccc1 (centres undefined),6,2
S=c1[nH]nc(COc2ccccc2)n1/N=C/c1c[nH]c2ccccc12,i,nt

# By substructure, those above containing a nitro group on carbon
SMILES,mHTT-CaM PPI inh,Pf apPOL block
Nc1ccccc1Nc1c([N+](=O)[O-])c(=O)oc2ccccc12,71*,0
Nc1ncnc(Sc2nc3ccccc3s2)c1[N+](=O)[O-],11,-1
COc1ccc(Nc2nc(Cl)nc(Nc3cccc([N+](=O)[O-])c3)n2)cc1,78*,-1
CCn1cc(C(=O)O)c(=O)c2cc([N+](=O)[O-])ccc21,-1,-2
O=C(Nc1nnc(-c2ccc3c(c2)OCCO3)o1)c1ccc([N+](=O)[O-])cc1,-1,1
COc1cccc(C2=N/C(=C\c3ccccc3OC)C(=O)N2c2ccc(Cl)c([N+](=O)[O-])c2)c1,8,-2
COc1ccc(CC(=O)Nc2ccc(C)c([N+](=O)[O-])c2)cc1,3,-2
O=C(Nc1ccc(-c2ccc([N+](=O)[O-])cc2)cc1)c1ccco1,2,-2

# High-throughput results (PubChem)
